Compound activity deposited in PubChem by several laboratories.
Cdc42 wt GTP: modulators of GTP binding to wildtype Cdc42, primary screen, biochemical, multiplex bead flow cytometry, Bodipy-GTP | GST-Cdc42 beads; actives lie on both sides | percent activity (GTP binding), % at 10 µM | hit rate 0.2% among 190,000 | Cell division control protein 42 homolog (Homo sapiens), P60953;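 active = percent activity GTP binding at least 20 points away from the 100% baseline, either down as inhibitor or up as activator; inconclusive = compound flagged as likely green fluorescent from well-wide comparison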;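 also: median bead fluorescence of bound Bodipy-FL-GTP at 100 nM; 0% = excess unlabeled GTP control and 100% = no compound control; below 100% means less GTP binding so inhibitor and above means activator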
Target sequence (P60953 whole entry, looked up): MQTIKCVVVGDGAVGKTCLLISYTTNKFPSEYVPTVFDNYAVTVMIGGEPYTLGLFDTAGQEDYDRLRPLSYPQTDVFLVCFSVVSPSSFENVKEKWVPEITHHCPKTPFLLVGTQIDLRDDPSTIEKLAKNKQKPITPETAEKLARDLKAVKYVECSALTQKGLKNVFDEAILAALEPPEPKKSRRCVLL
Pf gamet viab: late stage P. falciparum gametocyte viability inhibitors, primary screen, ATP luminescence, HTS; P. falciparum stage V gametocytes, 24 h; inhibition, % at 10.9 µM; hit rate 0.065% among 150,000; AID 743093, 2013;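 active = inhibition above the mean plus 3 SD of compounds within the control limits, set per campaign, cut at about 38% in these data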;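 also: 0% = DMSO wells and 100% = medium only without gametocytes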
HRas wt GTP bind: modulators of GTP binding to HRas wildtype, primary screen, biochemical, bead-based flow cytometry, multiplex | GTPase HRas (Homo sapiens), P01112 | GTP binding activity, % at 10 µM | GST-Ras wt beads, Bodipy-FL-GTP binding; actives lie on both sides | hit rate 0.14% among 190,000;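 active = GTP binding activity at least 20% away from the 100% baseline, either lowered as inhibitor or raised as activator; inconclusive = flagged as likely green fluorescent, judged across all proteins in the well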;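 also: 0% = unlabeled GTP competition control and 100% = no-compound control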
Target sequence (P01112 whole entry, looked up): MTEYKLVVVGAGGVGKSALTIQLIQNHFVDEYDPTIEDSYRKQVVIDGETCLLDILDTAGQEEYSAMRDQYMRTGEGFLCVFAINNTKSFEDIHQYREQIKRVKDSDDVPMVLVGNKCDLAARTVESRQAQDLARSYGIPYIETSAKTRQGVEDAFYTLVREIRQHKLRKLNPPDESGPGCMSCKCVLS
Rac1 act GTP bind: GTP binding modulators of activated mutant Rac1, primary screen, biochemical, bead-based flow cytometry, multiplex, fluorescent GTP | hit rate 0.11% among 190,000 | GST-Rac1 activated beads; actives lie on both sides; 100% means binding = to untreated wells | Ras-related C3 botulinum toxin substrate 1 (Homo sapiens), P63000 | percent activity (GTP binding), % at 10 µM;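 active = GTP binding at least 20 percentage points away from the 100% baseline, in either direction, so actives lie on both sides; inconclusive = Compound likely fluorescent itself, or too few beads counted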
GSH fluor: compound fluorescence on glutathione beads, profiling panel, artefact control, biophysical, 488/530 nm, flow cytometry; GSH beads flow cytometry, compound fluorescence 488/530 nm; active compounds read high; fluorescence (KMESF) at 10 µM; hit rate 0.25% among 190,000; AID 1776, 2009; in the data active = fluorescence above about 89;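 also: glutathione beads carrying GST-tagged Bcl family fusion proteins plus one bare bead set; values are compound well signal with DMSO vehicle wells as background; inactives centre near 16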
Avidin fluor: green autofluorescence of compounds with avidin beads – biophysical, 488/530 nm, flow cytometry, artefact control, profiling panel; AID 1775, 2009; fluorescence (KMESF) at 10 µM; compound fluorescence 488/530 nm; active compounds read high; hit rate 0.38% among 220,000; in the data active = fluorescence above about 47; also: inactives centre near 10
Rac1 wt GTP bind: wildtype Rac1 GTP binding modulators, primary screen, biochemical, GST-Rac1 beads, flow cytometry, multiplex | hit rate 0.27% among 190,000 | GTP binding activity (% of control), % at 10 µM | fluorescent GTP binding; actives lie on both sides; 0 = cold GTP competed, 100 = untreated | Ras-related C3 botulinum toxin substrate 1 (Homo sapiens), P63000 | AID 757, 2007;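 active = GTP binding activity at least 20 points away from the 100% control level, either lower or higher; inconclusive = compound flagged as likely green fluorescent, judged across all proteins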
Rab7 wt GTP bind: modulators of GTP binding to Rab7, primary screen, biochemical, wildtype, multiplex bead flow cytometry. Rab7 GTPase wild type (dog), Bodipy-FL-GTP binding. GST-Rab7 beads, fluorescent GTP binding; actives lie on both sides; untreated = 100%, excess cold GTP = 0%. GTP binding activity (percent of control), % at 10 µM. hit rate 0.055% among 190,000;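 active = fluorescent GTP binding to Rab7 beads changed by at least 20 points from the 100% baseline, either direction, mostly lower; inconclusive = compound itself probably fluorescent, or too few beads counted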;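 also: median green fluorescence of bound Bodipy-FL-GTP per Rab7 bead population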
Mcl1-Noxa inh: Mcl-1/Noxa binding inhibitors, primary screen, biochemical, TR-FRET, 1536-well | inhibition, % at 21.7 µM | TR-FRET Mcl-1/Noxa peptide binding, 2 h | hit rate 1.5% among 220,000 | Induced myeloid leukemia cell differentiation protein Mcl-1 (Homo sapiens), Q07820 | AID 1022, 2008;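 active = compounds that cut the protein-peptide binding signal by more than 50% relative to plate controls in a single-dose test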;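 also: His-tagged Mcl-1 with rhodamine Noxa BH3 peptide and terbium anti-His antibody; 0% = Mcl-1 plus Noxa peptide wells and 100% = peptide-only wells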
Target sequence (Q07820 whole entry, looked up): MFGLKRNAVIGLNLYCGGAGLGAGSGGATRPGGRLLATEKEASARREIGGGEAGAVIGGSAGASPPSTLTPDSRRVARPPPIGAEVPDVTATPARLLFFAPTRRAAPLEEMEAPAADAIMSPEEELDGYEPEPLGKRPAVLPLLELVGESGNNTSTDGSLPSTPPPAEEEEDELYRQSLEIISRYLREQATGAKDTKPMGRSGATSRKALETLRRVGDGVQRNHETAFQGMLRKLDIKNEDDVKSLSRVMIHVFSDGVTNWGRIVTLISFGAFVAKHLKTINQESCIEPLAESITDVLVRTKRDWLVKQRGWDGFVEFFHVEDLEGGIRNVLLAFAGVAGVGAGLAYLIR
Rab2 wt GTP: modulators of GTP binding to Rab2A wildtype, primary screen, biochemical, dog, bead-based flow cytometry, multiplex | Ras-related protein Rab-2A (Canis lupus familiaris), P61105 | GST-Rab2 wt beads, Bodipy-GTP binding | GTP binding activity, % at 10 µM | hit rate 0.19% among 190,000;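 active = GTP binding activity at least 20 points away from 100%, either lowered or raised; inconclusive = signal likely due to the compound's own green fluorescence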;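 also: 0% = beads with excess unlabeled GTP and 100% = no-compound control corrected for plate trend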
Mcl1-Bid inh: Mcl-1/Bid binding inhibitors, primary screen, biochemical, TR-FRET, 1536-well. inhibition, % at 21.7 µM. AID 1021, 2008. Induced myeloid leukemia cell differentiation protein Mcl-1 (Homo sapiens), Q07820. TR-FRET Mcl-1/Bid-Dy647 peptide binding. hit rate 0.97% among 220,000;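 active = compounds that cut the binding signal by more than half at the single screening dose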;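 also: His-tagged Mcl-1 with europium anti-His antibody binding Bid BH3 peptide; 0% = Mcl-1 plus peptide wells and 100% = peptide-only wells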
Active calls of the source: *; ? = inconclusive; / = no result given.

SMILES | Cdc42 wt GTP | Pf gamet viab | HRas wt GTP bind | Rac1 act GTP bind | GSH fluor | Avidin fluor | Rac1 wt GTP bind | Rab7 wt GTP bind | Mcl1-Noxa inh | Rab2 wt GTP | Mcl1-Bid inh
Cc1cc(NC(=O)c2cccc(S(=O)(=O)N3CCCCCC3)c2)n(-c2ccccn2)n1 | 95 | / | 97 | 100 | 23 | 27 | 98 | 96 | -15 | 99 | -3
COc1cc(S(=O)(=O)NCCCN2CCOCC2)ccc1Cl | 95 | / | 95 | 94 | 28 | 6 | 93 | 90 | 5 | 92 | 46
Cc1c(C(=O)NCc2ccccn2)oc2ccccc12 | 101 | 3 | 100 | 99 | 40 | 7 | 102 | 101 | 3 | 103 | -1
CCCCC1OC23CCCCC2C(C#N)(C#N)C1(C#N)C(=N)O3 (centres undefined) | 99 | -8 | 99 | 99 | 10 | 14 | 99 | 100 | 12 | 97 | -22
CNC(=S)N/N=C(\C)c1ccc(C)c(C)c1 | 102 | -42 | 105 | 99 | 6 | 4 | 105 | 106 | 11 | 102 | -69
Cc1nc2ccccc2c2c1C(=O)N(CCC1=CCCCC1)C2=O | 100 | / | 102 | 99 | 36 | 5 | 103 | 100 | 15 | 102 | 1
CCCN(CC1CC1)C(=O)COC(=O)c1ccc2c(c1)C(=O)N(c1ccc(OCC)cc1)C2=O | 93 | 16 | 93 | 94 | 25 | 27 | 96 | 96 | -9 | 93 | -27
Fc1cccc(Nc2nc(-c3ccncc3)nc3ccccc23)c1 | 101 | / | 100 | 98 | 12 | 7 | 104 | 97 | 26 | 100 | 30
N#Cc1ccccc1NC(=O)CSc1ccc([N+](=O)[O-])cn1 | 94 | 4 | 99 | 98 | 14 | 6 | 99 | 103 | -5 | 96 | -3
O=C(/C=C/c1ccco1)Nc1nc(-c2ccccc2)cs1 | 100 | 16 | 103 | 102 | 5 | 10 | 106 | 105 | 9 | 102 | -47
COc1ccccc1C(=O)NCC(=O)OCc1csc(-c2ccccc2)n1 | 100 | -7 | 97 | 97 | 12 | 14 | 101 | 94 | 2 | 97 | 2
CCN(CC)C(=O)NC(c1ccc(C)c(F)c1)C(Cl)(Cl)Cl (centres undefined) | 101 | -9 | 100 | 96 | 5 | 0 | 103 | 100 | 28 | 99 | -8
O=C(NCC1CCCO1)Nc1cc(Cl)cc(Cl)c1 (centres undefined) | 97 | 11 | 96 | 94 | 17 | 10 | 99 | 99 | 2 | 96 | -23
COCCn1c(C)cc(C(=O)COc2nc3ccccc3nc2C)c1C | 98 | / | 99 | 96 | 18 | 36 | 98 | 98 | -11 | 97 | -36
Cc1cc(N/N=C(/CCC(=O)O)C(=O)O)nc2ccccc12 | 100 | -15 | 100 | 97 | 6 | 2 | 98 | 99 | -25 | 100 | -58
CC(C)CCOP(=O)(c1ccccc1)c1ccccc1 | 100 | -10 | 102 | 100 | 12 | 11 | 104 | 102 | 3 | 103 | -15
COc1cc(OC)cc(C(=O)NC(C)c2ccc(Br)cc2)c1 (centres undefined) | 93 | 6 | 95 | 94 | 13 | 8 | 94 | 95 | 3 | 95 | -2
COc1ccc(/C=N/Nc2ncnc3sc4c(c23)CCCC4)cc1OC | 97 | -3 | 95 | 100 | 4 | 1 | 96 | 94 | 21 | 94 | -2
CON1C(=O)C(=O)N(OC)C(C)(C)C1(C)C | 99 | -10 | 100 | 100 | 12 | 12 | 100 | 99 | 12 | 100 | -18
CC1CN(S(=O)(=O)c2ccc(NC(=O)c3ccco3)cc2)CC(C)O1 (centres undefined) | 103 | / | 101 | 100 | 16 | 33 | 104 | 102 | -4 | 100 | -3
Cc1ccc(S(=O)(=O)N(CC(=O)N2CCOCC2)CC(=O)N2CCOCC2)cc1 | 104 | / | 101 | 100 | 23 | 29 | 104 | 100 | -2 | 103 | 2
COC(=O)c1ccccc1NC(=O)N1c2ccccc2Sc2ccccc21 | 96 | 8 | 98 | 99 | 9 | 8 | 102 | 96 | 1 | 95 | -14
COC(=O)NC1CCC(CC2CCC(NC(=O)OC)CC2)CC1 (centres undefined) | 100 | -15 | 99 | 99 | 10 | 7 | 100 | 97 | 4 | 99 | -16
CC1(C)CC(=O)C/C(=N\NC(=O)c2cccs2)C1 | ? | -9 | ? | ? | 7 | 1 | ? | ? | 15 | ? | -15
CNC(=O)CSc1nnnn1-c1ccc(C)cc1C | 104 | / | 101 | 99 | 23 | 14 | 100 | 99 | 13 | 102 | 3

Some of these compounds in order of the Mcl1-Bid inh value, high to low.
Compound | Mcl1-Bid inh
CCN(CC)C(=O)NC(c1ccc(C)c(F)c1)C(Cl)(Cl)Cl (centres undefined) | -8
CCCCC1OC23CCCCC2C(C#N)(C#N)C1(C#N)C(=N)O3 (centres undefined) | -22
CCCN(CC1CC1)C(=O)COC(=O)c1ccc2c(c1)C(=O)N(c1ccc(OCC)cc1)C2=O | -27

Additional records
SMILES | Cdc42 wt GTP | Pf gamet viab | HRas wt GTP bind | Rac1 act GTP bind | GSH fluor | Avidin fluor | Rac1 wt GTP bind | Rab7 wt GTP bind | Mcl1-Noxa inh | Rab2 wt GTP | Mcl1-Bid inh
COC(=O)C1=C(C)N(C)C(=O)NC1c1ccc(O)c(OC)c1 (centres undefined) | 99 | / | 100 | 97 | 24 | 7 | 104 | 102 | 3 | 102 | -7
CC(C)(C)c1nc(SCC(=O)N2CC(=O)Nc3ccccc32)c2ccccc2n1 | 93 | 8 | 96 | 96 | 12 | 12 | 100 | 100 | -29 | 98 | -41
CCCCC(=O)Nc1ccccc1C(=O)N1CCOCC1 | 95 | -5 | 95 | 95 | 19 | 7 | 98 | 100 | 13 | 95 | 1
CCOC(=O)c1cnc2sccn2c1=O | 107 | 11 | 103 | 100 | 15 | 8 | 104 | 97 | -33 | 102 | 50
Cc1ccc2c(Cl)c(C(=O)N/N=C/c3cccn3C)sc2c1 | 101 | 0 | 97 | 95 | 11 | 25 | 101 | 98 | 18 | 97 | -5
COCc1cc(C(C)=O)ccc1OCC(=O)Nc1ccc(NC(C)=O)cc1 | 97 | 6 | 97 | 93 | 17 | 6 | 94 | 106 | 34 | 99 | 0
Cc1cccc(OCC(=O)N/N=C\c2cccn2C)c1C | 96 | -8 | 99 | 95 | 12 | 7 | 100 | 105 | 14 | 98 | -87
COc1cccc(NC(=S)N2CCC(N(C)CC3CCCO3)CC2)c1 (centres undefined) | 101 | / | 101 | 102 | 22 | 14 | 100 | 96 | 3 | 102 | -76
Cc1ccc[n+](/C(=C\C(=C=[N-])C#N)C(=O)c2ccc(Cl)cc2)c1 | 99 | / | 98 | 96 | 12 | 9 | 97 | 96 | 20 | 97 | 5
COc1c(C)cc(Br)cc1C(=O)Nc1ccc(S(N)(=O)=O)cc1 | 96 | -8 | 97 | 93 | 8 | 3 | 96 | 104 | 7 | 99 | -31
N#Cc1ccc(OCC(=O)OCC(=O)Nc2cc(C(F)(F)F)ccc2N2CCOCC2)cc1 | 103 | / | 101 | 101 | 19 | 7 | 106 | 100 | 2 | 102 | -12
Cc1ccc(S(=O)(=O)NCCNC(=O)c2cc(OCC(F)(F)F)ccc2OCC(F)(F)F)cc1 | 93 | 10 | 94 | 91 | 12 | 38 | 94 | 95 | 6 | 92 | 22
Fc1ccc(N/N=C/c2ccncc2)c(F)c1 | 94 | 10 | 96 | 99 | 14 | 4 | 96 | 101 | 28 | 99 | -63
N#Cc1ccccc1CSc1ccccn1 | 100 | / | 101 | 99 | 31 | 14 | 106 | 101 | -20 | 97 | 8
CCOC(=O)CNS(=O)(=O)c1ccc2c3c(cccc13)C(=O)N2CC | 92 | 14 | 96 | 95 | 11 | 11 | 94 | 97 | -3 | 97 | 6
Cc1occc1C(=O)NNC(=O)C1CCCC1 | 96 | -15 | 97 | 97 | 17 | 6 | 100 | 97 | 20 | 95 | 12
Cc1cc(C)c(NC(=O)CN2CCOCCOCCOCCOCC2)c(C)c1 | 101 | / | 100 | 98 | 19 | 7 | 102 | 100 | -1 | 102 | -7
Cc1csc(NC(=O)c2ccc(N3CCCC3=O)cc2)n1 | 94 | -11 | 97 | 97 | 24 | 25 | 98 | 96 | -3 | 97 | -19
C/C(=N\NC(=O)c1ccn(C)n1)c1cccc(NC(=O)c2ccncc2)c1 | 105 | / | 101 | 99 | 9 | 5 | 100 | 101 | -6 | 98 | 4
CC(=O)NC1(NC(C)=O)CCN(C)CC1 | 92 | -1 | 95 | 95 | 9 | 8 | 97 | 101 | 3 | 98 | -24
COC(=O)c1ccc(CO/N=C2\CCCc3nonc32)cc1 | 95 | -1 | 97 | 98 | 13 | 6 | 99 | 102 | 10 | 100 | -51
CCC(C)(C)n1nnnc1C(C(C)C)N(CCCO)Cc1cc2cc(C)ccc2[nH]c1=O (centres undefined) | 109 | -11 | 107 | 103 | 27 | 5 | 105 | 108 | 3 | 105 | -6
CC1CCN(C(=O)N[C@@H](Cc2ccccc2)C(=O)O)CC1 | 105 | / | 101 | 102 | 23 | 34 | 106 | 99 | 12 | 103 | 3
CO/N=C\Cc1oc(=O)c(NC(=O)c2ccccc2)cc1C(=O)OC | 101 | 11 | 103 | 98 | 12 | 16 | 100 | 103 | 12 | 101 | -87
C=CCN=C(NC#N)SCC(=O)NCc1ccccc1 | 102 | -19 | 101 | 102 | 22 | 15 | 107 | 97 | -19 | 101 | -40
COc1ccc(C2C(C(N)=O)=C(C)Nc3nc(-c4cccc(Cl)c4)nn32)cc1OC (centres undefined) | 100 | / | 101 | 99 | 36 | 11 | 104 | 102 | -8 | 101 | -13
C=CCn1c(COc2ccc(Cl)cc2)nnc1SCc1ccc(C#N)cc1 | 94 | 1 | 94 | 95 | 39 | 6 | 96 | 91 | 3 | 93 | -60
O=C(CSc1nnc(NC(=O)C2CC2)s1)Nc1ccc(F)cc1 | 104 | / | 104 | 100 | 19 | 14 | 104 | 99 | -15 | 102 | -3
